# IEC-6 cytotox = kills IEC-6 intestinal cells in KLF5 counter-screen | IEC-6 cytotoxicity, luminescence viability | inhibition, % at 5 µM | hit rate 0.78% among 290,000 | AID 1825; in the data active means inhibition above about 22%;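 further: 0% = plate median of test compound wells and 100% = cytotoxic reference compound wells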
# HIF activator = HIF pathway transcriptional activation. hit rate 0.32% among 300,000. activation, % at 7.5 µM (by protocol). AID 1910. U2OS HRE-luciferase reporter, luminescence; normalized: DMSO 0%, desferrioxamine 100%;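 active means mean activation of at least 10% of the iron chelator positive control signal, with at least half of replicates also reaching 10%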
# TRPC4 inh = TRPC4 (mouse) channel inhibition; AID 2247; HEK293 TRPC4beta/mu-opioid, DAMGO-evoked Fluo4 calcium flux; hits give low values; B-score at 10 µM; hit rate 0.39% among 300,000;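 active means B-score over 3 SD under the library average, no early fluorescence shift, positive overall ratio signal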
#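 Signal: kinetic Fluo4 fluorescence imaging of calcium influx. Material: stable TRPC4beta/mu-opioid receptor HEK293 cells. Probe or stimulus: DAMGO in two steps, submaximal then maximal.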
# TRPC4 potent = allosterically enhances the mouse TRPC4 cation channel; Q9QUQ5; HEK293 TRPC4beta/mu-opioid, DAMGO EC20, Fluo-4 Ca2+ flux; hits give high values; B-score at 10 µM; hit rate 0.42% among 310,000;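 active means B-score of calcium response area above 5 SD of library B-scores, with initial fluorescence ratio within 5 SD of library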;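 further: B-score of integrated fluorescence ratio over time as area under calcium response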
# TRPC6 inh = inhibitors of mouse TRPC6 channel | Q61143 | HEK293-TRPC6, membrane potential dye, ACh-evoked depolarization; hits give low values | B-score at 10 µM | hit rate 1.1% among 310,000 | AID 2553;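 active means B-score under library mean minus 3 SD, initial fluorescence not abnormally high, positive integrated signal ratio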;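 further: B-score derived from integrated fluorescence ratio over the kinetic read; more negative B-score means stronger inhibition of depolarization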
# Target sequence (Q61143 whole entry, looked up): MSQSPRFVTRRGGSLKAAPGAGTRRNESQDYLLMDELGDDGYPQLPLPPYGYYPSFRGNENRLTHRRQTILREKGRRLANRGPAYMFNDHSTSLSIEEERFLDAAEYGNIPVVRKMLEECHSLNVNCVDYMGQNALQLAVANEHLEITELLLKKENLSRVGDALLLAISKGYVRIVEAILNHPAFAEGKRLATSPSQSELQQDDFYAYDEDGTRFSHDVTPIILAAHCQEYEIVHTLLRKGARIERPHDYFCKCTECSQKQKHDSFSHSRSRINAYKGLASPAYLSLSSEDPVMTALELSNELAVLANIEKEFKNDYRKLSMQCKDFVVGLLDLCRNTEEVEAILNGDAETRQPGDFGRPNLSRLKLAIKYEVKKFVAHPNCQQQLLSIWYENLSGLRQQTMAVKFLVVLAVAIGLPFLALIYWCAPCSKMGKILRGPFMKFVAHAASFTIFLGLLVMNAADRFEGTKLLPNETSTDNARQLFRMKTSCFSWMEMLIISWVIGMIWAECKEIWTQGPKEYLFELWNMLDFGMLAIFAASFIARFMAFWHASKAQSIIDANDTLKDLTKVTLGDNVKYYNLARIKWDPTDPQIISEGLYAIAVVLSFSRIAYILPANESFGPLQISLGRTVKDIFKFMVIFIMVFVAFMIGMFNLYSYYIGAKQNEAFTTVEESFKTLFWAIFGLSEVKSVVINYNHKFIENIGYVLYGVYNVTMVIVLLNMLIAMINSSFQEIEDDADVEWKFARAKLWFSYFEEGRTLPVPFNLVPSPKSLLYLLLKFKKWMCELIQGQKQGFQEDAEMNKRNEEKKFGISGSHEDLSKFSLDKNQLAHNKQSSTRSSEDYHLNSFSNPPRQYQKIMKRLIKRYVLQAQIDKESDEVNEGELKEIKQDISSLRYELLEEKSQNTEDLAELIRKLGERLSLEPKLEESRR
# TRPC4 act = TRPC4 (mouse) channel activation; HEK293 TRPC4beta/mu-opioid, Fluo4 calcium fluorescence; hits give high values; hit rate 0.49% among 310,000; B-score at 10 µM; AID 2237;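 active means B-score above 5 SD of library B-scores, and initial fluorescence ratio not above library mean plus 5 SD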;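 further: positive B-score marks a calcium rise read as TRPC4 activation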
#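 Test system: HEK293 cells stably co-expressing mouse TRPC4beta and mu-opioid receptor | Schedule: Fluo4 dye loading 45 min at room temperature, 110 s recording | Measured by: Kinetic Fluo4 calcium fluorescence, 5 s baseline at 1 Hz | Evaluation: B score of integrated ratio | Controls: Buffer (low) and maximal DAMGO (high)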
# MrgX1 antag = human MrgX1 receptor antagonism, primary screen. Q96LB2. MRGX1-HEK293 calcium flux, Fluo-4, BAM8-22 antagonism; hits give low values. B-score at 10 µM. hit rate 1.3% among 310,000. AID 588676;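 active means calcium-response B-score plate-corrected more than 3 library SD below zero, starting fluorescence within 5 deviations, no agonist response on first addition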;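 further: peak minus trough fluorescence over baseline after final BAM8-22 challenge near maximal dose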
# aSyn 5UTR inh = 5' untranslated region of α-synuclein, MLPCN primary screen; hit rate 0.82% among 300,000; alpha-synuclein 5'UTR reporter, inhibitor activity; inhibition, % (tested at 7.5 µM); in the data active means inhibition above about 60%;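 further: H4 neuroglioblastoma cells stably carrying SNCA 5'UTR luciferase fusion; 0% = DMSO wells and 100% = positive control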
# TRPC6 activator = activates the mouse TRPC6 cation channel | Q61143 | HEK293-TRPC6 membrane potential dye fluorescence; hits give high values | B-score at 10 µM | hit rate 0.13% among 310,000 | AID 2550;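 active means B-score of the integrated fluorescence ratio above library mean plus 3 SD, and starting fluorescence ratio within library mean plus 5 SD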;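 further: higher score means more depolarization so channel activation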
# SKKanGAS inh = blocks kanamycin growth of S. pyogenes SKKanGAS strain. BacTiter-Glo, 6 h. inhibition, % at 7.5 µM. hit rate 1.3% among 300,000. AID 1662;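 active means mean replicate score, as percent of positive control median, at least 50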;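 further: strain carries kanamycin resistance gene driven by streptokinase promoter and grows in 40 µg/ml kanamycin; loss of luminescence reflects streptokinase promoter inhibition or plain growth inhibition; 0% = median of DMSO wells and 100% = positive control at its reference dose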
# KLF5 inh = suppresses KLF5 promoter-driven expression | DLD-1 KLF5 promoter-luciferase reporter, luminescence | inhibition, % at 5 µM | hit rate 0.23% among 290,000;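 active means inhibition above a per-plate limit of that plate's mean compound inhibition plus 3 SD, cut at about 60% in these data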;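 further: 0% = DMSO wells and 100% = LY294002 at 200 µM; higher means less KLF5 promoter-driven luciferase light; inactives centre near -14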
# Starred values were filed as active, the others as inactive; i = inactive; . = not tested or not shown; & = joins results of further samples.
SMILES,IEC-6 cytotox,HIF activator,TRPC4 inh,TRPC4 potent,TRPC6 inh,TRPC4 act,MrgX1 antag,aSyn 5UTR inh,TRPC6 activator,SKKanGAS inh,KLF5 inh
COc1ccccc1C1N=C(c2ccccc2C)NO1 (stereo not drawn),-1.5,5.7,i,i,i,i,i,-120.4,i,1.8,-77.5
CN(C)c1ccc(P(=O)(OCc2ccccc2)C(O)c2ccncc2)cc1 (stereo not drawn),3.4,-0.4,i,i,i,i,i,-13.6,i,-10.2,0.2
COc1ccc(Cl)cc1NC(=O)c1cc(-c2ccccc2O)n[nH]1,2.0,-0.2,i,i,i,i,i,-118.0,i,6.4,-10.5
COc1c(C)cc(S(=O)(=O)NCc2ccccn2)c(C)c1C,2.1,-0.5,i,i,i,i,i,-4.2,i,-4.7,-33.0
COc1cccc(C(=O)Nc2nc(C)cs2)c1,-1.6,1.7,i,i,i,i,i,-141.7,i,2.8,-161.2
Cc1nn(C(=O)c2ccc([N+](=O)[O-])cc2)c(C)c1Br,-4.9,-0.1,i,i,i,i,i,-10.0,i,9.8,-17.4
O=C(Nc1ccc(Cl)cn1)c1cccc2ccccc12,43.8*,5.9,i,i,i,i,i,-18.2,i,3.1,-3.1
O=C(CO/N=C/c1ccc(OC(F)F)cc1)NC1CCCCCC1,0.4,-0.5,i,i,i,i,i,12.8,i,-9.6,2.1
COc1cc(/C=N/NC(=O)COc2cccc(F)c2)ccc1OS(=O)(=O)c1ccc(C)cc1,5.5,-0.4,i,i,i,i,i,-14.7,i,23.6,-20.6
Cc1ccnc2c1NC(=O)c1cccnc1N2C1CC1,1.0&1.3,-0.3,i,i,i,i,i,-12.8,i,-1.2,7.2&-27.6
COc1ccc(CNC(=O)C(=O)NCC2OCCN2S(=O)(=O)c2ccc(C)cc2)cc1 (stereo not drawn),3.0,0.1,i,i,i,i,i,-3.1,i,-4.2,-14.7
COC(=O)[C@]1(C)N[C@H](c2ccc(-c3ccc(Cl)c(Cl)c3)cc2)[C@@H]2C(=O)N(C)C(=O)[C@@H]21,.,0.1,i,i,i,i,i,22.8,i,14.6,.
CSc1ncccc1C(=O)NC1CCN(Cc2ccccc2)CC1,0.9,-0.2,i,i,i,i,i,6.5,i,8.9,-15.1
CCOC(=O)CNC(=O)CSc1nnc(CCc2nc3ccccc3[nH]2)n1C,6.4,1.3,i,i,i,i,i,7.0,i,-3.3,-19.7
O=C1NCC(COc2cccc3ccccc23)O1 (stereo not drawn),-2.1,-0.2,i,i,i,i,i,33.8,i,-3.3,-10.1
COC(=O)c1cc(Br)c(=O)n(CCC2=CCCCC2)c1,3.2,-0.3,i,i,i,i,i,15.1,i,-3.7,-15.2
CCC(C)Sc1nnc(NC(=O)c2ccco2)s1 (stereo not drawn),7.4,1.5,i,i,i,i,i,-51.7,i,-1.9,-95.9
Cc1ccc(NC(=O)N2CCc3ccccc3C2)cc1C,-9.0,4.7,i,i,i,i,i,-152.1,i,8.2,-190.9
COc1ccc(/C(O)=C/c2nc3ccccc3n(-c3ccccc3)c2=O)cc1,-1.1,-0.9,i,i,i,i,i,-84.3,i,-0.5,-45.2
CN(C(=O)N1CCN(c2ccccn2)CC1)c1ccccc1,-4.9,0.6,i,i,i,i,i,-7.1,i,-2.9,-17.2
CCCN1CCN(CCCNC(=O)C2CCCN(c3nc4ccc(OCC)cc4s3)C2)CC1 (stereo not drawn),-2.6,0.0,i,i,i,i,i,1.0,i,-0.2,-29.9
CCNC(=O)Cc1ccc(Br)cc1,-2.2,0.3,i,i,i,i,i,5.6,i,-1.9,-10.5
Oc1ccc(Br)cc1/C=N/n1cnc2ccccc21,-3.1,2.6,i,i,i,i,i,-262.4,i,5.1,-29.6
O=C(N/N=C\c1ccc(Cl)s1)c1cccs1,12.6,4.0,i,i,i,i,i,-67.2,i,-2.7,-75.6
Nc1nc(Nc2ccc(Cl)cc2)n[nH]1,-6.3,0.1,i,i,i,i,i,-5.9,i,1.6,-45.8
COc1ccc(S(=O)(=O)N2CCSC2)cc1C,3.0,-0.3,i,i,i,i,i,2.9,i,-6.6,-24.4
NC(=O)c1cc(NC(=O)CCNS(=O)(=O)c2cccc(C(F)(F)F)c2)cc(C(N)=O)c1,-1.7,-0.1,i,i,i,i,i,-14.3,i,-2.9,-11.3
COc1ccc(Cn2ccnc2SCC(=O)NC2CCCCC2)cc1,-2.4,-3.0,i,i,i,i,i,8.5,i,16.5,-28.0
O=C(Nc1ccccc1)c1ccc(=O)n(Cc2ccc(F)c(F)c2)c1,1.8,-0.3,i,i,i,i,i,-14.3,i,-7.5,-46.8
COc1cc(OC)cc(C(=O)Nc2ccc(-n3cnnn3)c(C)c2)c1,12.4,2.0,i,i,i,i,i,-93.2,i,8.5,-45.3
Cc1c(/C=N/NC(=O)c2cccs2)c2ccccc2n1Cc1ccccc1Cl,1.8,0.2,i,i,i,i,i,-32.8,i,30.7,-6.7
CC(C)(C)OC(=O)N1CCC(c2c(C(=O)NCC3CCN(C4CCCC4)C3)cnn2-c2ccc(F)cc2)CC1 (stereo not drawn),-2.1,0.0,i,i,i,i,i,9.3,i,9.3,-4.2
COc1ccc(NC(=O)C2CCCN(c3ncccn3)C2)cc1 (stereo not drawn),1.6,3.6,i,i,i,i,i,-74.8,i,-3.4,-107.6
Cc1ccc(S(=O)c2ccc(C)cc2)cc1,-2.3,0.1,i,i,i,i,i,15.9,i,-4.8,-30.0
COc1ccc(CNC(=O)C(c2ccncc2)N(C(=O)Cc2cccs2)c2cccc(C)c2)cc1 (stereo not drawn),6.6,.,i,i,i,i,i,-0.7,i,6.1,22.7
CCCN(CC(=O)Nc1ccccc1C)C(=O)c1ccc2ccccc2n1,.,-0.2,i,i,i,i,i,-12.4,i,-6.3,.
Cc1ccc(S(=O)(=O)Cn2nnnc2C(C(C)C)N2CCN(Cc3ccco3)CC2)cc1 (stereo not drawn),-3.6,-0.4,i,i,i,i,-5.72*,7.0,i,2.5,-2.5
Cc1nccn1C(c1ccccc1)c1ccccc1,.,-0.3,i,i,i,i,i,-0.9,i,-3.9,.
Cc1ccccc1NS(=O)(=O)c1ccc(C(=O)NCC2CCCO2)cc1 (stereo not drawn),.,-0.3,i,i,i,i,i,4.2,i,23.3,.
O=c1ccc2cc(S(=O)(=O)N3CCOCC3)ccc2o1,1.0,-0.6,i,i,i,i,i,2.3,i,4.4,-23.7
O=C(CSc1nc2ncc(Cl)cc2[nH]1)N(Cc1ccccc1)C1CCS(=O)(=O)C1 (stereo not drawn),-0.7,-0.8,i,i,i,i,i,3.7,i,-6.1,4.9
COc1ccccc1CNc1ccc(Br)cn1,-4.1,-21.6,i,i,i,i,i,-113.0,i,7.4,-66.7
CCOCCCNC(=O)c1cc(Cl)c(NC(=O)C2=C(C)OCCS2)cc1OC,3.7,0.4,i,i,i,i,i,-20.9,i,-0.1,4.4
CCCOCCOC(=O)c1[nH]c2c(c1C)C(=O)CC(c1cc(OC)ccc1OC)C2 (stereo not drawn),1.2,0.4,i,i,i,i,i,20.2,i,4.6,14.0
C=CCn1c(=O)c2c(C)c(C)sc2n2c(Nc3ccccc3)nnc12,-5.1,-0.2,i,i,i,i,i,28.9,i,-7.7,-6.6
Cc1ccc(S(=O)(=O)CCC(=O)OCC(=O)N(C)C2CCS(=O)(=O)C2)cc1 (stereo not drawn),.,0.3,i,i,i,i,i,-10.4,i,18.1,.
CCOc1ccc(-c2nnn(CC(=O)NCc3ccc(C)cc3)n2)cc1,-4.5,0.4,i,i,i,i,i,11.3,i,-16.2,-25.4
COc1ccc(OC)c(Nc2ncnc3sc(-c4ccccc4)cc23)c1,8.8,0.4,i,i,i,i,i,18.2,i,-25.3,6.0
Cc1[nH]c2ccccc2c(=O)c1CN1CCCCCC1,-5.1,0.7,i,i,i,i,i,-6.5,i,-10.2,-2.1
CNC(=O)/C(C#N)=C/c1c(N2CCN(C)CC2)nc2c(C)cccn2c1=O,4.3,-6.0,i,i,i,i,i,-0.3,i,-5.6,-3.9
CCOC(=O)[C@@H]1[C@H]2COc3ccccc3[C@H]2N2C(=O)N(c3ccc(Cl)cc3)C(=O)[C@@]12C,-5.4,-0.2,i,i,i,i,i,17.9,i,13.8,-28.9
CCc1nnc(NC(=O)CN2CCN(c3cccc(OC)c3)CC2)s1,0.0,-0.1,i,i,i,i,i,-20.8,i,6.7,-19.2
O=C(CN1C(=O)CSC1=O)c1ccccc1,-2.1,-0.1,i,i,i,i,i,-7.8,i,2.6,-19.0
CC(C)(Oc1ccc(Cl)cc1)C(=O)Nc1ccc(S(=O)(=O)Nc2ncccn2)cc1,-4.8,-0.1,i,i,i,i,i,-4.1,i,1.6,-7.9
COc1cc(NS(=O)(=O)c2ccc(-c3ccc(=O)[nH]n3)o2)cc(OC)c1OC,-4.4,0.1,i,i,i,i,i,-10.4,i,1.4,-50.5
N=c1c(C(=O)NCc2ccc(F)cc2)cc2c(=O)n3ccccc3nc2n1Cc1ccco1,1.3,-0.1,i,15*,i,i,i,14.6,i,-12.0,-4.0
CC1CCCN(S(=O)(=O)c2ccc(S(=O)(=O)N3CCC4(CC3)OCCO4)cc2)C1 (stereo not drawn),7.2,-0.2,i,i,i,i,i,2.3,i,0.3,-15.4
Cc1ccc(C)c(NCc2n[nH]c(=S)n2-c2ccccc2)c1,-8.5,0.3,i,i,i,i,i,-4.5,i,3.9,-24.6
CC(=O)NC(=S)NNC(=O)C(c1ccccc1)c1ccccc1,6.5,-0.5,i,i,i,i,i,1.7,i,80.2*,-24.5
O=C(Nc1ccn(-c2ccccc2)n1)c1ccc(Cl)cc1,-6.2,2.0,i,i,i,i,i,-135.8,i,0.5,-71.2
O=C(C1=C(O)C(=O)N(CC2CCCO2)C1c1ccccc1)c1ccco1 (stereo not drawn),2.1,-1.1,i,i,i,i,i,13.8,i,-3.9,-8.1

# Retrieved one by one from the entries so far (2):
SMILES,IEC-6 cytotox,HIF activator,TRPC4 inh,TRPC4 potent,TRPC6 inh,TRPC4 act,MrgX1 antag,aSyn 5UTR inh,TRPC6 activator,SKKanGAS inh,KLF5 inh
Cc1[nH]c2ccccc2c(=O)c1CN1CCCCCC1,-5.1,0.7,i,i,i,i,i,-6.5,i,-10.2,-2.1
CNC(=O)/C(C#N)=C/c1c(N2CCN(C)CC2)nc2c(C)cccn2c1=O,4.3,-6.0,i,i,i,i,i,-0.3,i,-5.6,-3.9

# Compound activity from PubChem BioAssay.
